Bioassay records from PubChem BioAssay.
STEP inh: STEP phosphatase inhibitors, primary screen, biochemical, fluorescence intensity, uHTS; inhibition, % at 20 µM; recombinant STEP, OMFP fluorogenic substrate; hit rate 0.25% among 360,000; Tyrosine-protein phosphatase non-receptor type 5 (Homo sapiens), P54829;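 active = inhibition at 20 µM, scaled per plate between control wells, above about 37%, limit read from the data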;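 also: 0% = DMSO with enzyme and substrate and 100% = substrate only without enzyme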
Target sequence (P54829 whole entry, looked up): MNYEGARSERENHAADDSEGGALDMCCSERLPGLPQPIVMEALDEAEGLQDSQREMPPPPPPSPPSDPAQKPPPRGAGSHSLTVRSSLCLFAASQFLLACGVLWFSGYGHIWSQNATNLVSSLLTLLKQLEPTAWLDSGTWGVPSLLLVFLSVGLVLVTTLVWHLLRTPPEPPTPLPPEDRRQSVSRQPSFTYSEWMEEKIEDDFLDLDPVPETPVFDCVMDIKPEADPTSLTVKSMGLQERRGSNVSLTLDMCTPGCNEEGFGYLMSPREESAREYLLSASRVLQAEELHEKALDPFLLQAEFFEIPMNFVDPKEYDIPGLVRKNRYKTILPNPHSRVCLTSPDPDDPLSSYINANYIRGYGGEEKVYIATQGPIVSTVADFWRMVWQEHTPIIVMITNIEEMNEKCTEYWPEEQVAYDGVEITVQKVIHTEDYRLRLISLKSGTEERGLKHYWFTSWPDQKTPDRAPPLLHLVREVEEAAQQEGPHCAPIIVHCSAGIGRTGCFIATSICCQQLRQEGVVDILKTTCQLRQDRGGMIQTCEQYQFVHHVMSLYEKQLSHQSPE
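Material: STEP (striatal-enriched tyrosine phosphatase) enzyme, cell-free; Compound dosing: 20 µM single dose in 1% DMSO; Technique: fluorescence read at 480 nm ex / 540 nm em; Times: reaction 20 min, ambient temperature; Medium: 50 mM Bis-Tris pH 6.0 with 2.5 mM DTT and 0.005% Tween 20; Also added: OMFP at 25 µM.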
Tb MetRS inh: T. brucei MetRS inhibitors, primary screen, biochemical, luminescence. purified T. brucei MetRS, ATP depletion, Kinase-Glo luminescence. methionyl-tRNA synthetase (Trypanosoma brucei brucei). inhibition, % at 11.9 µM. hit rate 0.4% among 360,000;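 active = inhibition above a per-plate cutoff of the control wells' mean inhibition plus 3 SD, cut at about 5.5% in these data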;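 also: 0% = DMSO wells median and 100% = median of wells with control inhibitor compound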
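Measured by: Kinase-Glo luciferase luminescence reporting remaining unconsumed ATP. Material: purified T. brucei MetRS enzyme. Doses: 11.9 µM compound single dose, 0.9% DMSO. Medium: HEPES buffer containing pyrophosphatase, BSA, spermine, DTT. Times: 15 min preincubation, 2 h reaction, all 25 °C. Reagent: methionine, ATP and bulk E. coli tRNA.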
NadD inh: inhibitors of S. aureus NadD, primary screen, biochemical, colorimetric, uHTS; AID 602399, 2012; hit rate 0.78% among 360,000; Nicotinate-nucleotide adenylyltransferase NadD (Staphylococcus aureus N315); purified NadD enzyme, colorimetric absorbance read-out; inhibition, % at 20 µM; in the data active = inhibition above about 26%; also: some compounds past the cut are filed as inactive
LMPTP inh: LMPTP phosphatase inhibitors, primary screen, biochemical, fluorescence intensity, uHTS. recombinant LMPTP-A, OMFP fluorogenic substrate. inhibition, % at 20 µM. AID 651560, 2012. Low molecular weight phosphotyrosine protein phosphatase (Homo sapiens), P24666. hit rate 0.22% among 360,000;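 active = compounds that cut the enzyme signal by at least half of the control window in the single-dose screen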;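 also: plate controls were DMSO wells with enzyme plus substrate for no effect and substrate without enzyme for full effect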
Target sequence (P24666 whole entry, looked up): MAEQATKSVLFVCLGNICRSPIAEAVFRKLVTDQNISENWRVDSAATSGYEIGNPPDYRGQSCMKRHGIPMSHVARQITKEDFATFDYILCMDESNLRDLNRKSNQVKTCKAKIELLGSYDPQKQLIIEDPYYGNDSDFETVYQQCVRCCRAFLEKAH
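Buffer or medium: Bis-Tris pH 6.0, DTT, detergent; Assay system: LMPTP-A enzyme; Quantity: 0.625 nM enzyme; Detection: endpoint fluorescence intensity; Times: 50 min dark incubation at room temperature; Controls: substrate-only low control, DMSO enzyme-plus-substrate high control; Doses: single 20 µM dose; Read-out: percent inhibition versus substrate-only and uninhibited controls; Reagent: 400 µM OMFP.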
SUMO1-SIM PPI: modulators of SUMO1 protein-protein interactions, primary screen, biochemical, uHTS; hit rate 0.33% among 360,000; inhibition, % at 20 µM; SUMO1 binding to a labelled peptide, TR-FRET, 1 h; in the data active = inhibition above about 37%
Rpn11 block: Rpn11 (PSMD14) deubiquitinase inhibitors, primary screen, biochemical, fluorescence polarization, uHTS; human 26S proteasome, Ub4-pepOG fluorescence polarization; 20S core pre-blocked with epoxomicin; 26S proteasome non-ATPase regulatory subunit 14 (Homo sapiens), O00487; calls only at 20 µM; hit rate 0.59% among 360,000;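 active = inhibition at 20 µM, scaled to each plate's controls, above about 33%, limit read from the data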
Target sequence (O00487 whole entry, looked up): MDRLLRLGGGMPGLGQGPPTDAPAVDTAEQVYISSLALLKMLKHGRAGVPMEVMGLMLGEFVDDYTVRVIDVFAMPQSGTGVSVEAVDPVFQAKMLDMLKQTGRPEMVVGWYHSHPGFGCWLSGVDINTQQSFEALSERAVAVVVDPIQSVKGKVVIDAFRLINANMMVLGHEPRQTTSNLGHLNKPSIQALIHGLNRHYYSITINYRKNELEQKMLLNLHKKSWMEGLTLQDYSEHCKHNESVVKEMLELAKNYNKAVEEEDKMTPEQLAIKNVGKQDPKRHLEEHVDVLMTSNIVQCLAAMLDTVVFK
MsrA inh: bovine MsrA enzyme inhibitors, primary screen, biochemical, absorbance, HTS; inhibition, % at 15.5 µM; purified bovine MsrA, absorbance read-out; hit rate 0.75% among 360,000; AID 651718, 2012; Methionine sulfoxide reductase A (Bos taurus); in the data active = inhibition above about 4.5%;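 also: 0% = vehicle wells with enzyme and 100% = reference inhibitor wells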
Scp1 inh: Scp-1 phosphatase inhibitors, primary screen, biochemical, colorimetric, uHTS. hit rate 0.88% among 340,000. Recombinant Scp1, phosphopeptide, malachite green phosphate absorbance. Carboxy-terminal domain RNA polymerase II polypeptide A small phosphatase 1 (Homo …. AID 493091, 2011. inhibition, % at 20 µM;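 active = inhibition above about 50% at 20 µM, limit read from the data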;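 also: plate controls were DMSO wells with enzyme for no effect and wells lacking enzyme for full effect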
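assay system = SCP-1 phosphatase catalytic domain, residues 76-261 | buffer or medium = 50 mM Tris acetate pH 5.5, 0.005% Tween-20, 10 mM MgCl2 | incubation = enzyme reaction 45 min at room temperature, colour 5 min, stabilisation 30 min | signal = Phosphate-binding colour reagent, absorbance read at 630 nm | measure = % inhibition at 20 µM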
CSN inh: inhibitors of CSN-mediated cullin deneddylation, primary screen, biochemical, fluorescence polarization, uHTS. hit rate 0.38% among 360,000. Purified CSN, SCF-Nedd8-OG deneddylation. inhibition, % at 12.5 µM. COP9 signalosome complex subunit 5 (Homo sapiens), Q92905. AID 651999, 2013;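 active = pattern-corrected inhibition above about 35%, with an unprinted fluorescence ratio check between 0.5 and 1.5, limit read from the data, passing the limit was not always enough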;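 also: 0% = enzyme with substrate and 100% = substrate without enzyme; some results filed as inactive read as strong as hits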
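Assay system: purified human Csn5 enzyme expressed in HEK293T cells; Input: 0.24 nM Csn5 enzyme, final concentration; Reagent: 10 nM SCFSkp2-Nedd8OG; Compound dosing: 12.5 µM single point; Times: reaction 90 min, room temperature; Technique: fluorescence polarization readout.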
DNMT1 inh: human DNMT1 methyltransferase inhibitors, primary screen, biochemical, molecular beacon, fluorescence, HinP1I cleavage, uHTS; DNA (cytosine-5)-methyltransferase 1 (Homo sapiens), P26358; inhibition (reported as % activation of signal), % at 10 µM; hit rate 0.83% among 360,000; AID 588458, 2011; in the data active = inhibition above about 50%
* = called active by the depositor; i = inactive; x = not tested or not shown.

SMILES | STEP inh | Tb MetRS inh | NadD inh | LMPTP inh | SUMO1-SIM PPI | Rpn11 block | MsrA inh | Scp1 inh | CSN inh | DNMT1 inh
O=C(c1ccc(F)c(S(=O)(=O)N2CCOCC2)c1)N1CCN(c2ncccn2)CC1 | -2.4 | -0.1 | -7.4 | -1.0 | 3.0 | i | -0.1 | 2.3 | -0.1 | 4.5
CC(C)(C)NC(=O)c1ccc(COc2ccc(Cl)cc2Cl)o1 | -1.1 | 1.0 | -9.5 | 0.8 | 3.7 | i | 1.2 | -5.7 | -2.1 | 4.9
C=CCN(c1ccccc1)S(=O)(=O)c1cccc(C(=O)NCC2CCCO2)c1 (configuration not stated) | -2.8 | -0.3 | 3.7 | -11.8 | -85.9 | i | -0.6 | -13.1 | 1.8 | -7.7
CSc1ccc(/C=C/C(=O)OCC(=O)NC2CCCCCC2)cc1 | -2.5 | -0.1 | -3.7 | 0.1 | -8.5 | i | 2.1 | x | 1.0 | 65.1*
O=C(c1cc(S(=O)(=O)N2CCOCC2)ccc1F)N(CCc1ccccc1)Cc1ccccc1 | 0.5 | -0.4 | -4.6 | 2.4 | 1.2 | i | -0.9 | -12.8 | -2.0 | -0.7
CC(=O)c1cccc(NC(=O)c2ccccc2N(C)S(=O)(=O)c2ccc(C)cc2)c1 | 0.5 | -0.2 | -9.2 | -1.8 | 3.9 | i | -0.2 | -20.4 | -3.1 | -1.2
CC(NC(=O)CCNC(=O)c1ccco1)c1ccccc1 (configuration not stated) | 0.1 | -0.6 | 10.9 | 0.9 | 14.6 | i | 0.8 | -3.5 | -2.0 | 1.5
Cc1ccccc1CC(=O)Nc1cccnc1 | -0.4 | -0.9 | -7.6 | -2.5 | -2.4 | i | 0.9 | -4.5 | 0.6 | 1.6
O=Cc1ccc(OC(=O)c2cc(Cl)nc3ccccc23)cc1 | -1.8 | -1.0 | -1.9 | -0.8 | 2.3 | i | 1.7 | -12.8 | 2.2 | -0.8
Cn1c(C(=O)N2CCCc3ccccc32)cc2sccc21 | 23.3 | -0.5 | -5.0 | 1.4 | -3.5 | i | 0.1 | -4.1 | 1.4 | 5.6

Exported with tabs: part of the list above.
compound	STEP inh	Tb MetRS inh	NadD inh	LMPTP inh	SUMO1-SIM PPI	Rpn11 block	MsrA inh	Scp1 inh	CSN inh	DNMT1 inh
Cc1ccccc1CC(=O)Nc1cccnc1	-0.4	-0.9	-7.6	-2.5	-2.4	i	0.9	-4.5	0.6	1.6
O=Cc1ccc(OC(=O)c2cc(Cl)nc3ccccc23)cc1	-1.8	-1.0	-1.9	-0.8	2.3	i	1.7	-12.8	2.2	-0.8

Continuation:
SMILES | STEP inh | Tb MetRS inh | NadD inh | LMPTP inh | SUMO1-SIM PPI | Rpn11 block | MsrA inh | Scp1 inh | CSN inh | DNMT1 inh
CC(=O)NC(C)C(=O)OCC(=O)c1ccc(Cl)s1 (configuration not stated) | 0.9 | 0.8 | -1.7 | -2.3 | -2.5 | i | 1.6 | -2.2 | 5.0 | 0.7
CCOC(=O)C1CCN(c2c(NCc3ccc(C(=O)N(C)Cc4ccccc4)cc3)c(=O)c2=O)CC1 | -0.1 | 0.0 | 3.2 | -0.2 | 3.2 | i | -1.1 | -0.8 | 1.0 | -0.5
Cc1ccc(NC(=S)N(CCN(C)C)C(C)c2ccco2)cc1Cl (configuration not stated) | 0.3 | -0.5 | -7.9 | -1.6 | 0.8 | i | 0.8 | 3.5 | -1.0 | -1.3
CCCCn1c(N)c(N(CC(C)C)C(=O)C2CC(=O)N(Cc3ccccc3)C2)c(=O)[nH]c1=O (configuration not stated) | -0.6 | -0.7 | 3.8 | -1.1 | -1.3 | i | 0.3 | -2.3 | -0.2 | -0.5
COc1cc(OC)cc(C(=O)Nc2ccc3nc4n(c(=O)c3c2)CCCCC4)c1 | 0.1 | -0.2 | 2.9 | 2.6 | 9.6 | i | 0.0 | -3.1 | -1.0 | 1.1
COc1ccccc1N1CCN(c2cnccn2)CC1 | -3.2 | -0.8 | -1.9 | -0.3 | 3.8 | i | 2.8 | -1.9 | -2.3 | 0.0
COC(=O)c1ccc(CSc2nnc(-c3ccccc3)n2C)o1 | -1.5 | -0.7 | -5.3 | -2.1 | -1.2 | i | -0.3 | -16.6 | 9.8 | 1.3
CCOC(=O)C1CCN(C(=O)CSc2nc(N)cc(=O)[nH]2)CC1 | -1.8 | -0.7 | -3.2 | 0.9 | -0.7 | i | -1.2 | 5.9 | 4.8 | 1.0
CN(c1ccc2nc3ccccc3c(=O)n2n1)C1CCCCC1 | 0.7 | -1.0 | 5.3 | -0.3 | -9.2 | i | -0.2 | -7.0 | 10.2 | -4.0
O=C(O)CCC(=O)N1CCN(c2nc(-c3ccccc3)c3cc(Br)ccc3n2)CC1 | -3.3 | -0.2 | 4.2 | 1.0 | -8.5 | i | -1.6 | 0.5 | 7.2 | -1.2
CCC(CO)NCC#Cc1ccccc1 (configuration not stated) | -4.3 | 0.4 | -1.5 | -1.5 | 0.4 | i | 3.1 | -3.6 | 3.5 | 2.2
C[C@H](CO)N1C[C@H](C)[C@@H](CN(C)S(=O)(=O)c2ccc(Oc3ccccc3)nc2)OCc2cnnn2CCCC1=O | 1.7 | -0.3 | -0.3 | -1.7 | 0.4 | i | -0.1 | x | 0.0 | 7.5
COc1cccc(-c2nc(CS(=O)(=O)CC(=O)N3CCCCC3)c(C)o2)c1 | 2.8 | 0.1 | -1.7 | 0.1 | -4.8 | i | 0.8 | 7.7 | 4.7 | -0.7
C=CCc1ccc(OCCOCCOc2ccccc2[N+](=O)[O-])c(OC)c1 | 1.6 | -1.4 | -11.3 | 0.9 | -2.1 | i | -1.4 | -18.7 | -1.9 | -7.7
CCOC(=O)N1CCC(NS(=O)(=O)c2ccc3c(c2)CCN3C(C)=O)CC1 | 0.8 | -0.1 | 5.3 | 0.6 | 2.1 | i | 1.7 | -2.2 | 1.2 | -1.9
CCN(C(=O)C1CCCCC1)c1nnc(-c2cccnc2)s1 | -1.3 | -1.1 | 2.7 | -0.7 | -2.9 | i | 3.2 | 3.2 | -2.4 | -1.9
CCOc1ccc(CCNC(=O)CSc2nnnn2C)cc1OCC | 3.1 | -0.5 | 1.4 | 0.0 | 3.5 | i | -0.9 | -6.4 | -6.2 | 13.7
CCCCNC(=O)c1ccc(CS(=O)(=O)Cc2ccccc2F)o1 | 1.4 | -0.3 | -1.6 | -1.0 | 0.4 | i | -0.6 | -4.3 | 3.2 | -0.4
O=c1c2ccccc2nc(SCc2nnc(-c3ccccc3Br)o2)n1-c1ccccc1 | -3.2 | -0.4 | 5.1 | 2.3 | 3.1 | i | 0.5 | -13.0 | 4.0 | -1.0
CC1CCCC(NC(=O)COC(=O)c2cc(=O)[nH]c3ccccc23)C1C (configuration not stated) | -0.7 | -0.1 | -0.7 | -0.5 | -15.2 | i | 1.6 | -3.6 | -3.2 | 2.3
c1ccc(CN=C(NCc2ccccc2)NCc2ccccc2)cc1 | -1.2 | -0.3 | -11.7 | 0.6 | -5.2 | i | 0.5 | -6.8 | 0.1 | 5.5
CCOc1c(Cl)cc(CNC(C)(C)CC(C)(C)C)cc1OC | -0.1 | -0.5 | 2.3 | 0.2 | -0.4 | i | 0.3 | 2.8 | -0.8 | -5.1
CCOc1ccc(-c2cc(CCCC(=O)NCCc3ccccc3)no2)cc1 | -1.5 | -0.1 | -4.3 | -2.7 | 0.6 | i | -0.3 | 1.6 | -1.4 | -1.0
CCSc1nnc(NC(=O)[C@@H](NC(=O)c2ccccc2F)C(C)C)s1 | -2.2 | 0.5 | 10.3 | 0.6 | -1.1 | i | 0.8 | 32.3 | -1.6 | -3.9
O=C(O)c1ccccc1C(=O)OCCc1cc2ccccc2c(=O)o1 | 0.2 | -0.4 | -1.4 | -2.0 | 2.5 | i | -0.1 | -5.8 | 1.0 | 1.9
Cc1ccc(OCc2cc(C(=O)NC3CCOC3)no2)cc1C (configuration not stated) | 1.1 | -0.8 | -5.3 | -0.2 | 1.9 | i | 1.9 | -11.0 | 1.8 | -8.6
CCN(CC#CCC1(O)c2ccccc2-c2ccccc21)CCO | -2.3 | -0.8 | -3.5 | -0.8 | 1.2 | i | 0.0 | -6.6 | 2.3 | 3.1
CCCC(CCC)C(=O)Nc1ccc2c(c1)N(C(=O)CCN1CCN(C)CC1)c1ccccc1CC2 | -1.0 | -0.1 | -2.4 | -5.7 | 0.9 | i | 0.0 | -6.2 | 5.2 | -2.6
COCCN1CC(C(=O)NCc2ncccc2C)CCC1=O (configuration not stated) | -5.1 | -0.1 | -2.9 | -0.3 | 6.5 | i | 0.3 | -7.6 | -0.8 | 1.6
Oc1cc(-c2ccc(N3CCCCC3)nc2)cc2cccnc12 | 1.2 | -0.1 | 27.3 | 3.3 | -2.3 | i | x | -5.9 | -2.5 | 3.0
O=C(CN(C1CCCCC1)S(=O)(=O)c1ccccc1)NCc1cccnc1 | -7.3 | -0.3 | 1.5 | -1.4 | 0.1 | i | -0.2 | 3.8 | 0.3 | 0.2
Cc1cc(C)c(S(=O)(=O)N2CCCC(C(=O)NC3CCCC3)C2)c(C)c1 (configuration not stated) | 2.7 | 0.4 | -4.7 | -0.3 | 4.1 | i | -0.1 | -4.8 | -5.9 | 1.7
CCOC(=O)C1CCCN(Cc2ccccc2C)C1 (configuration not stated) | 2.5 | -0.4 | 0.2 | -0.9 | 0.6 | i | -0.6 | -6.4 | 0.9 | 0.0
